Screens: PubChem, National Center for Advancing Translational Sciences (NCATS)
ERG-DNA inh: qHTS for Small Molecule Inhibitors of the ERG Ets/DNA interaction | fluorescence polarization, His-ERG Ets domain / labelled DNA | AID 624246, 2012 | Transcriptional regulator ERG (Homo sapiens), P11308 | Potency, µM (series often up to 76.9 µM), without a hit: at the highest dose FP activity, negative = inhibition, actives largely listed as inhibitors | 370,000 compounds, 0.028% hits; active = well fitted inhibition curve with a large enough effect in the polarisation, with a control signal flat; inconclusive = small, poorly fitted or top-dose-only effect, or effect the other way, or a change in a side signal; inactive = no such curve, though single readings can be large or run the other way; the % refers to the polarisation;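 also: polarization taken with two DNA probes labelled with fluorescein and Texas red; potency is read from the fitted curve at half-maximal effect; % of control where 0% means no effect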
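His-tagged ERG Ets domain (1 uM in the protein solution; 300mM KCl, 50mM Tris-HCl, 1mM EDTA, 1mM DTT, pH 7.5) received compound, then a probe mix of 5 nM fluorescein-DNA and 100nM Texas-615-DNA. Fluorescence polarization was read for both dyes.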
Tb PGK inh: qHTS Assay to Find Inhibitors of Phosphoglycerate Kinase | Phosphoglycerate kinase, glycosomal (Trypanosoma brucei brucei), P07378 | PGK/GAPDH coupled, Kinase-Glo luminescence, 60 min | Potency, µM (doses to about 57.5 µM), without a hit: at the highest dose activity change, negative = inhibition, usual class: inhibitors | 380,000 compounds, 0.043% hits | AID 602233, 2012; also: potency is read from the fitted curve at half-maximal effect; % is scaled to controls: 0 for no effect and ±100 for the full control effect; nearly all actives have a fitted effect of over 60% in size
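Luminescent ATP detection (Kinase-Glo Plus) follows a 60-minute room-temperature incubation, with wells lacking PGK as controls. Buffer: 100 mM TEA (pH 7.6), 5 mM MgCl2, 0.01% Tween-20. Coupling enzyme GAPDH (100 nM final) supplies unstable 1,3-BPG in-well.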
HP1b binding inh: HTS for Inhibitors of HP1-beta Chromodomain Interactions with Methylated Histone Tails; Chromobox protein homolog 1 (Homo sapiens), P83916; AlphaScreen HP1-beta / biotin-H3K9me3 peptide binding; Potency, µM (highest dose often 114 µM), for inactives: at the highest dose activity change, negative = inhibition, hits mostly inhibitors; 390,000 compounds, 0.56% hits; also: potency is read from the fitted curve at half-maximal effect; nearly all actives have a fitted effect of over 70% in size; inactives centre near 23
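AlphaScreen: HP1-beta (50 nM) preformed 30 min with biotin-H3(1-18)K9me3 peptide (50 nM) in PBS pH 7.4, 0.01% Tween-20. Compound added for 30 min at RT, then streptavidin donor/nickel chelate acceptor beads (10 ug/mL) for 30 min.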
PI4K2A inh: qHTS for small molecular inhibitors of PI4K2A; purified PI4K2A, ADP-Glo luminescence, 1 h; stronger effect = lower value; 420,000 compounds, 0.13% hits; activity change, negative = inhibition, % at 76.9 µM; Phosphatidylinositol 4-kinase type 2-alpha (Homo sapiens), Q9BTU6; in the data active = activity change below about -50%; inconclusive = mostly about -30% to -49%;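 also: -100% = wells without enzyme as full effect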
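PI4K2A activity was measured by ADP-Glo luminescence: enzyme (4 ug/mL stock) and phosphatidylinositol (1.2 mM stock) in Tris pH 7.5/MgCl2/EGTA/Triton X-100 buffer were reacted with ATP (300 microM stock) for one hour at ambient temperature.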
GLS inhibitor: qHTS for Inhibitors of Glutaminase (GLS) | Potency, µM (top dose mostly 45.5 µM), without a hit: top-dose activity change, negative = inhibition, most hits filed as inhibitors | 410,000 compounds, 0.21% hits | Glutaminase kidney isoform, mitochondrial (Homo sapiens), O94925 | GLS enzymatic activity, qHTS titration | AID 624170, 2012; also: potency is read from the fitted curve at half-maximal effect; % is scaled to controls: 0 for no effect and ±100 for the full control effect
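Compounds were pin-transferred onto hKGA, after which L-glutamine (1 mM solution) and a detection mix of glutamate oxidase, HRP and Amplex Red were added. Initial and 30 min RT fluorescence reads were collected.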
Pin1 inhibitor: qHTS Assay to Find Inhibitors of Pin1; Peptidyl-prolyl cis-trans isomerase NIMA-interacting 1 (Homo sapiens), Q13526; Pin1 FP peptide displacement, HiFluor488, 10 min; Potency, µM (top dose mostly 115 µM), for inactives: at the top dose activity, negative = inhibition, hits mostly inhibitors; 390,000 compounds, 0.009% hits; AID 504891, 2011; active = well fitted inhibition curve with a large enough effect in the polarisation, with a control signal flat, not every such curve was filed as active; inconclusive = small, poorly fitted or top-dose-only effect, or effect the other way, or a change in a side signal; inactive = no such curve, though single readings can be large or run the other way; the % refers to the polarisation; also: potency is read from the fitted curve at half-maximal effect; % is scaled to controls: 0 for no effect and ±100 for the full control effect
JMJD2A Tudor: qHTS Assay for Inhibitors of JMJD2A-Tudor Domain. AID 504339, 2011. Lysine-specific demethylase 4A (Homo sapiens), O75164. AlphaScreen JMJD2A-Tudor / H3K4me3 peptide binding. 390,000 compounds, 4.4% hits. Potency, µM (series often up to 114 µM), inactives show at the highest dose activity change, negative = inhibition, most hits filed as inhibitors; also: potency is read from the fitted curve at half-maximal effect; % is scaled to controls: 0 for no effect and ±100 for the full control effect; nearly all actives have a fitted effect of over 50% in size
Target sequence (O75164 whole entry, looked up, the tested form may be a part): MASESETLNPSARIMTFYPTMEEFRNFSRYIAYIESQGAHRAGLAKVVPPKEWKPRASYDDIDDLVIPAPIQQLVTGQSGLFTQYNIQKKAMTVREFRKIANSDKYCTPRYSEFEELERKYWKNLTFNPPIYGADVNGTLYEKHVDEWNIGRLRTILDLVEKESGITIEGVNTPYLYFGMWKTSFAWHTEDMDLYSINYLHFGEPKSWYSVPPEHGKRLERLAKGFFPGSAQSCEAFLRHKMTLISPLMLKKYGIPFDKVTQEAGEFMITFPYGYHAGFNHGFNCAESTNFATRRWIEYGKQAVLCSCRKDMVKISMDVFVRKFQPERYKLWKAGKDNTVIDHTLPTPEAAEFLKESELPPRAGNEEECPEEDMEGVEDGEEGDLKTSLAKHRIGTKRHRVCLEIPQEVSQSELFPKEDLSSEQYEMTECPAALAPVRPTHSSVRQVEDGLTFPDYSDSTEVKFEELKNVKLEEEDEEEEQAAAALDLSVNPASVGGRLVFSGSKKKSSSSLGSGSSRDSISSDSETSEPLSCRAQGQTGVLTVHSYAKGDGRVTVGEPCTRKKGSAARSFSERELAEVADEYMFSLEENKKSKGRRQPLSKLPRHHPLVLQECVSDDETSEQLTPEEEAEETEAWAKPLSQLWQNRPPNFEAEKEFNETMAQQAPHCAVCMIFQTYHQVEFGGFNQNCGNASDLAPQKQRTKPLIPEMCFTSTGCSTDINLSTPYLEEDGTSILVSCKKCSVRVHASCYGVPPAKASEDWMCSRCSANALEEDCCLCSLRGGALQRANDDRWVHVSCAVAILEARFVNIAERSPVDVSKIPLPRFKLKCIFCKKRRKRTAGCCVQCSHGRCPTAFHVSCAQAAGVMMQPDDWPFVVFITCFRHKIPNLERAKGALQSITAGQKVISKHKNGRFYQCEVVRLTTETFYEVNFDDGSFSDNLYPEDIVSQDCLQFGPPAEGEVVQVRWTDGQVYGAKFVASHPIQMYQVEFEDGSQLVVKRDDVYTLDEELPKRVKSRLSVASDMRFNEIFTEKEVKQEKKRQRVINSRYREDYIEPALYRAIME
G9a block: qHTS Assay for Inhibitors of Histone Lysine Methyltransferase G9a | Histone-lysine N-methyltransferase EHMT2 (Homo sapiens), Q96KQ7 | G9a H3K9 monomethylation, AlphaScreen, 2 h | Potency, µM (highest dose often 102 µM), inactives show at the highest dose activity, negative = inhibition, usual class: inhibitors | 350,000 compounds, 8.8% hits; also: potency is read from the fitted curve at half-maximal effect; % is scaled to controls: 0 for no effect and ±100 for the full control effect; nearly all actives have a fitted effect of over 75% in size
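Step 1: enzyme (final 20 nM) with compound, 15 min RT. Step 2: substrate peptide 500 nM and SAM 20 uM, 2 h RT. Step 3: anti-H3K9me1 antibody and AlphaScreen beads, 10 min, then plate read.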
BAZ2B inh: qHTS Assay for Inhibitors of BAZ2B; Bromodomain adjacent to zinc finger domain protein 2B (Homo sapiens), Q9UIF8; AlphaScreen BAZ2B-H3K14Ac peptide displacement; Potency, µM (series often up to 114 µM), for inactives: top-dose activity change, negative = inhibition, most hits filed as inhibitors; 360,000 compounds, 4.4% hits; AID 504333, 2011; also: potency is read from the fitted curve at half-maximal effect; % is scaled to controls: 0 for no effect and ±100 for the full control effect; nearly all actives have a fitted effect of over 60% in size
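AlphaScreen displacement of biotin-H3(5-23)K14Ac peptide (50 nM final) from BAZ2B (50 nM final) in PBS pH 7.4, 0.01% Tween-20; complex preformed 30 min RT, then compounds (top 110 uM) 30 min RT, beads 20 min dark.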
* marks the source's active call; other numbers are inactive results; i = inactive; u = inconclusive; x = no result given; & = joins results of further samples; [ ] = remark or other dose. Unless noted, calls follow the shape of the dose curve; as a rule, active = well fitted curve in the direction sought with a large enough effect; inconclusive = small, poorly fitted or top-dose-only effect, or another doubt; inactive = no such curve, though single readings can be large; an effect the other way counts as inactive or inconclusive.

molecule | ERG-DNA inh | Tb PGK inh | HP1b binding inh | PI4K2A inh | GLS inhibitor | Pin1 inhibitor | JMJD2A Tudor | G9a block | BAZ2B inh
COc1cccc(CN2CCN(Cc3ccc4c(NC(C)=O)cccc4n3)CC2CCO)c1 (stereo not drawn) | -2.8% | -6.7% | 31.0% | -0.7 | -12.1% | -7.8% | 22.4µM* | 50.1µM* | -12.0%
CSc1nc(C)c(Oc2ccccc2)c(=O)n1C | -18.5% | -1.9% | 29.6% | 3.4 | -27.6% | -4.8% | -11.6% | -2.0%[12.7 µM] | 2.4%
COc1cccc2c1C(=O)c1c(O)c3c(c(O)c1C2=O)CC(O)(C(C)=NNC(=O)c1ccc(Cl)c(Cl)c1)CC3OC1CC(N)C(O)C(C)O1 (stereo not drawn) | 2.51µM* | -1.2% | u | -9.4 | -2.5% | u | 50.1µM* | x | x
O=C(Nc1ccccc1C(=O)OCc1cc(=O)n2ccsc2n1)c1ccccc1Cl | 1.4% | -9.2% | 16.2% | 0.2 | -0.7% | 1.7% | -6.0% | -6.4%[12.7 µM] | -9.4%
Cc1nc(CS(=O)(=O)c2ccc(Cl)cc2)cc(Sc2ccc(Cl)cc2)n1 | -9.0% | -5.2% | 40.3%[activator] | -1.0 | -2.0% | 0.1% | -4.3% | 44.2%[59 µM] | 4.0%
O=C(Nc1cccc2ccccc12)N1CC=CCC1 | -8.8% | -0.3% | 8.2% | -8.3 | 7.1% | 5.2% | 2.6% | u | 5.5%
N#Cc1c(C(F)(F)F)cc(-c2ccccc2)nc1SCc1nc(N)nc(N2CCOCC2)n1 | 8.6% | i | 35.0% | 2.4 | 0.6% | u | -4.1% | -29.3%[2.33 µM] | 8.1%
CC(=O)N1CCOc2ccc(S(=O)(=O)N3CCC(C(=O)Nc4cc(C)ccc4C)CC3)cc21 | -1.8% | -9.3% | 30.8% | -0.6 | -1.0% | -1.4% | -15.8% | 24.3% | 0.1%
CNc1oc(-c2ccco2)nc1C#N | -5.6% | -9.7% | 14.4% | 3.2 | 8.3% | 3.1% | -7.6% | 10.3%[2.33 µM] | -20.4%
O=C(Nc1nncs1)C1CC(=O)N(CCc2ccc(F)cc2)C1 (stereo not drawn) | -1.0% | 4.1% | 26.3% | 9.0 | -1.0% | 3.9% | -12.4% | -10.5%[59 µM] | -17.4%
CCOc1ccccc1NC(=O)NC(=O)N(C)S(=O)(=O)c1ccc(C)cc1 | -3.5% | 4.2% | 33.2% | 1.2 | -0.2% | -2.9% | -7.7% | u | x
O=C(c1cc(-c2cccs2)on1)N1CCN(C(c2ccccc2)c2ccccc2)CC1 | -2.8% | 1.9% | 17.0% | 0.5 | -8.4% | 21.9% | -9.3% | -7.0%[59 µM] | -30.2%
COc1ccc(-n2c(Cn3c(=O)sc4ccccc43)nnc2SCC(N)=O)cc1 | -1.9% | 5.1% | 57.3%[activator] | -3.8 | 15.1% | -11.9% | -10.6% | 4.8% | 3.8%
NC(=O)CN1CCN(Cc2ccc3c(c2)OCO3)CC1 | 6.0% | 4.9% | 16.5% | -4.7 | 5.3% | -0.4% | -13.8% | -1.2% | -0.3%
CC[C@H](C)[C@@H](NC(=O)O[C@@H]1C(=O)c2cc(Br)ccc2O[C@H]1c1cccc(OC)c1)C(=O)OC | 9.8% | i | 46.1%[activator] | 5.1 | -15.2% | 2.9% | -7.0% | u | -8.2%
COc1ccccc1-c1nc2cc3ccccc3cc2nc1-c1ccccc1 | -0.2% | -7.3% | 57.6%[activator] | 0.6 | -12.0% | 2.0% | 4.8% | 74.7%[59 µM] | 9.7%
Nc1c(C(=O)O)cnc2c(-c3ccc(Cl)cc3)cnn12 | -14.8% | 31.6µM* | -3.8% | -9.1 | 0.6% | -0.6% | 28.2µM* | u | 28.2µM*
COc1ccccc1-n1nnnc1SCC(=O)Nc1ccc(C)c(N)c1 | 3.9% | -7.0% | 7.7% | 3.6 | -5.8% | -3.0% | -10.6% | u | -16.3%
CC(C)c1nc2c(s1)CCc1onc(-c3cccc([N+](=O)[O-])c3)c1-2 | -4.6% | 3.1% | 15.6% | 0.0 | 1.6% | 3.2% | -28.3% | 26.3%[2.33 µM] | -13.2%
CC(C)Sc1nc2c(c(=O)[nH]c(=O)n2C)n1CC(O)COc1ccccc1 (stereo not drawn) | 0.6% | -10.8% | -11.9% | -0.6 | -11.9% | -1.5% | -1.7% | 22.4µM* | 3.1%
CCOC(=O)N1CCN(C(=O)CNC(=O)c2ccc(Br)o2)CC1 | 4.0% | i | 42.5%[activator] | -1.1 | -4.4% | 2.0% | 0.7% | 22.3%[59 µM] | -1.2%
C=CCn1c(SCC(=O)Nc2ccc3c(c2)OCCO3)nnc1-c1ccccn1 | 0.0% | -7.3% | 11.5% | 4.4 | 2.7% | -4.9% | 89.1µM* | -2.1% | u
c1coc(CNc2nc(N3CCCCC3)nc3ccccc23)c1 | -8.9% | -1.9% | 1.8% | 0.9 | -0.5% | -5.2% | -26.4% | u | u
CCOC(=O)CSc1nnc(CNc2ccc(F)cc2)o1 | -1.9% | -5.7% | 17.2% | 2.4 | 19.3% | 1.9% | -19.1% | 8.3%[12.7 µM] | -2.3%
CCC1(c2ccccc2)NC(=O)N(CC(=O)NCc2ccc(F)cc2)C1=O (stereo not drawn) | -3.5% | i | -1.4% | -1.4 | -9.0% | -1.0% | -10.5% | 23.7% | 2.2%
CCN1CCN(C(c2cccc(OC)c2)c2sc3nc(C)nn3c2O)CC1 (stereo not drawn) | 1.4% | 1.0% | 22.4% | 4.5 | 5.3% | 0.1% | -24.0% | 7.5%[59 µM] | -0.5%
O=S(=O)(Nc1nc2c(s1)CCCC2)c1ccc(Br)cc1 | -2.8% | -2.5% | 10.5% | -1.5 | 15.5% | -6.1% | -15.2% | u | -3.0%
O=C1Nc2ccc3c(c2C1=Cc1cc2c(cc1Br)OCO2)OCO3 | x | -4.8% | -7.6% | 4.4 | -2.2% | -1.5% | -20.8% | x | x
CC(C)(C)C1CCc2c(sc3nnn(CCOc4ccccc4)c(=O)c23)C1 (stereo not drawn) | 5.4% | x | 58.4%[activator] | -1.3 | -4.7% | -0.5% | -18.2% | 20.3%[59 µM] | -12.9%
Cc1cc(C)c2cc3c(N)c(C(=O)N4CCc5ccccc5C4)sc3nc2c1 | x | 5.4% | 14.9% | 0.8 | 19.4% | u | -15.7% | 10µM* | 2.7%
COc1cc(CCN2C(=O)N[C@@H](CCc3ccccc3)C(C(C)=O)=C2C)cc(OC)c1OC | -2.9% | i | 40.2%[activator] | -1.5 | -3.2% | -1.3% | -9.7% | -39.9% | -24.0%
N#Cc1ccc(/C=N/NC(=S)Nc2ccc(S(=O)(=O)N3CCOCC3)cc2)cc1 | 3.6% | i | 20.5% | -4.6 | 0.3% | u | -27.8% | 22.9%[12.7 µM] | -21.8%
CCCCc1ccc(NC(=O)N[C@@H](C)C(=O)O)cc1 | -2.2% | -5.6% | 36.1% | 2.4 | 5.0% | 1.5% | -2.1% | -9.4%[12.7 µM] | 0.4%
O=C(O)c1cccc(CN2C(=O)CSC2=O)c1 | -7.3% | -3.8% | 25.0% | -7.2 | 18.7% | 0.4% | -4.8% | -5.2%[59 µM] | 6.9%
CCOC(=O)n1c(=O)n(Cc2ccccc2Cl)c2ccccc21 | 1.2% | -7.0% | 59.6%[activator] | -0.8 | -0.6% | 0.8% | 16.2% | 39.8%[activator] | 15.8%
COc1cccc(N/C(SCc2ccccc2F)=C(/C#N)C(=O)NCc2cccs2)c1 | -15.7% | -5.3% | -14.7% | 18.6 | 4.4% | -4.6% | -26.5% | -7.2%[59 µM] | -4.0%
O=C(NCc1ccc(F)cc1)c1ccc(NC(=O)N2CC3CCCN3c3ccccc32)cc1 (stereo not drawn) | 3.5% | i | -8.9% | -7.7 | 25.8% | 41.6%[activator] | u | 18.0%[59 µM] | 8.2%
O=C(Nc1ccc(SC(F)F)cc1)c1cccc2nc3ccccc3nc12 | -14.5% | -7.9% | -0.1% | -7.0 | 8.6% | -0.9% | -19.4% | -40.3% | 6.9%
COc1ccccc1CNC(=O)C(CC(C)C)NS(=O)(=O)c1ccc2c(c1)oc(=O)n2C (stereo not drawn) | -0.7%&7.5% | -3.4%&-1.8% | 55.9%&38.6%[activator] | -6.1&-2.0 | 2.2%&-9.9% | -3.2%&3.7% | -13.1%&-0.7% | 30.2%[59 µM] | -13.3%&4.2%
